Bioassay records: PubChem BioAssay, Broad Institute
NSD2 inh = NSD2 (human) methyltransferase inhibition. AID 743445. NSD2 peptide methylation, AlphaScreen, 120 min. 0.54% of 310,000 active. inhibition, % at 12.5 µM. O96028; in the data active means inhibition above about 50%
Target sequence (O96028 whole entry, looked up): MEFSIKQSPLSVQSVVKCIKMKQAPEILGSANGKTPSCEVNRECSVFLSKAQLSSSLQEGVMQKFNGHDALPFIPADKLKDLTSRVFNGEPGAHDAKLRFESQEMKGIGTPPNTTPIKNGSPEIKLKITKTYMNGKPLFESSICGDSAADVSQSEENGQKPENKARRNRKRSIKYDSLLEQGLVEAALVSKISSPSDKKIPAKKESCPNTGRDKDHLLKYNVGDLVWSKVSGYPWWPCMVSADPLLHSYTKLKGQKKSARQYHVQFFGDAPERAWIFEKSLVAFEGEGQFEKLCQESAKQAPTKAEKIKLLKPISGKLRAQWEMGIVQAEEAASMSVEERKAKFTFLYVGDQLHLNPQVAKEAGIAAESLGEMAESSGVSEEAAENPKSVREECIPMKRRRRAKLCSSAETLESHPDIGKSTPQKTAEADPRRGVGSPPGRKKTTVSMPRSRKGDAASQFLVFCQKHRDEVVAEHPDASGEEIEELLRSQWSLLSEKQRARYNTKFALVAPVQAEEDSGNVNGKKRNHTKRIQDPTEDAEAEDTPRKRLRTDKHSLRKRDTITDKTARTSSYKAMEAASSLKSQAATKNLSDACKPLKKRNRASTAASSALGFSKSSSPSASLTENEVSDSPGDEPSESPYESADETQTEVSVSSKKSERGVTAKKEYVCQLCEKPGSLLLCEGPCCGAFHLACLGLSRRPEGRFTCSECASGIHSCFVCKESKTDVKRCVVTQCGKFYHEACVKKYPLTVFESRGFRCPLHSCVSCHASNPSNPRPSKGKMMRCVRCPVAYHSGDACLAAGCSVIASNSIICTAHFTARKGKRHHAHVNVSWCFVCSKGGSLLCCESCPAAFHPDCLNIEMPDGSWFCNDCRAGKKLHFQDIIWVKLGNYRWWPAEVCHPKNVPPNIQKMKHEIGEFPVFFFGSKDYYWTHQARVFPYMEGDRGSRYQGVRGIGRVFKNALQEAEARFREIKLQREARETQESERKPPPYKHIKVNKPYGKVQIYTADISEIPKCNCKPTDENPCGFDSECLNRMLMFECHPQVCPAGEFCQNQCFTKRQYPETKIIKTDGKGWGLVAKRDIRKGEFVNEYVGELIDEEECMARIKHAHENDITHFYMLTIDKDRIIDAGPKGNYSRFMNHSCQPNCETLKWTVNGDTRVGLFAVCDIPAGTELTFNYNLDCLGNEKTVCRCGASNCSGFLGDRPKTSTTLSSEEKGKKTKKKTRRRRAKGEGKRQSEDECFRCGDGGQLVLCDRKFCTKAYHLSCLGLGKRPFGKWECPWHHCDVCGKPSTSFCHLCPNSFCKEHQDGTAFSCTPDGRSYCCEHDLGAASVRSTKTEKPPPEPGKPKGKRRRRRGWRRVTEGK
* = called active by the depositor. A portion of the library. The share of hits here may be higher or lower than overall.

Compound	NSD2 inh
COCCNC(=O)C1(C)CCCN(C(=O)c2ccc3ccccc3c2)C1 (stereo not drawn)	-1
OCc1ccccc1-c1cnc2sc(NCc3ccc(F)cc3)nn12	2
COc1ccc(Br)c(C=O)c1OS(=O)(=O)c1ccc(C)cc1	-4
CC(C)(C)c1ccc(-c2nnc(SCC(=O)Nc3ccc4cn[nH]c4c3)n2-c2ccc(Cl)cc2)cc1	-1
CCOCCCNC(=O)c1ccc(CN2CCc3ccccc3C2)cc1	0
CN1NC(c2ccccc2)NN(C)C1=O	2
N#CC(=C1C=CC(=NO)C(Cl)=C1)c1ccccc1	2
CCc1nc2c(OCC=C(C)C)cccn2c1N(C)C(=O)c1ccc(OC)cc1	6
NC(=O)c1cccc(-c2ccnc3c2CC(C(=O)Nc2ccccc2)O3)c1 (stereo not drawn)	1
CC1(C(=O)NCc2ccccc2Br)CCN1Cc1ccc2ccccc2c1 (stereo not drawn)	0

Other structures:
Compound	NSD2 inh
CCCS(=O)(=O)NC(=O)C1(C)CCN(C(=O)c2cc(C)n(C(C)(C)C)n2)C1 (stereo not drawn)	-2
Cc1ccc(C(=O)C=Cc2ccc3c(c2)OCO3)c(C)c1	1
CCOC(=O)C1(C)CCCN(C(=O)c2cccc(C#N)c2)C1 (stereo not drawn)	-2
CCNC(=O)C1(C)CCCN(C(=O)c2cccc(C)c2C)C1 (stereo not drawn)	-1
Cn1c(Nc2ccc(F)cc2)nc2cc(-c3ccsc3)sc2c1=O	-3
CCCNC(=O)c1cc(C2CCCCN2S(=O)(=O)c2ccc(F)cc2F)on1 (stereo not drawn)	2
N#CC1=C(Nc2ccccc2Cl)SC(c2ccncc2)NC1=O (stereo not drawn)	0
CCc1nc2c(OCCOc3ccccc3)cccn2c1N(C)C(=O)c1cccs1	-1
COc1ccc(F)cc1-c1cc(C(=O)NCc2cccc(Cl)c2)[nH]n1	0
COC(=O)C(Sc1ccc(Cl)cc1)C1SC(=S)N(Cc2ccccc2)C1=O (stereo not drawn)	-2

(list continues)
Compound	NSD2 inh
COc1ccc(C(=O)CC2(O)C(=O)N(CN3CCOCC3)c3ccc(Br)cc32)cc1 (stereo not drawn)	-1
CCOc1ccc(NC(=O)CSc2nc3ccsc3c(=O)n2CCCCCC(=O)O)cc1	4
Cc1ccccc1OCCC(=O)OCC(=O)Nc1ccc(C)c(S(=O)(=O)N2CCCCC2)c1	-3
COc1ccc(C(N)c2csc(Nc3ccc(C(F)(F)F)cn3)n2)cc1 (stereo not drawn)	0
O=C(Nc1ccc2nc(C(F)(F)F)[nH]c2c1)[C@@H]1O[C@H](CO)[C@@H](O)[C@H]1O	11
CC1(C(=O)NCc2ccc3c(c2)OCO3)CCN1C(=O)Cc1cccc2ccccc12 (stereo not drawn)	1
CC(=O)c1ccc(Nc2nc(CN)cs2)cc1	-11
O=C1OC(c2ccccc2)(N(Nc2ccccc2)c2ccccc2)c2ccccc21 (stereo not drawn)	0
Cc1ccc(-c2c(C#N)c(N)n(-c3ccc(Cl)cc3)c(=O)c2C#N)cc1	2
OC(c1ccccc1)c1nc(/C=C/c2ccc(C(F)(F)F)cc2)cs1 (stereo not drawn)	-1

Following part.
Compound	NSD2 inh
CCC(CO)Nc1ccn2nc(-c3cc(OC)c(OC)c(OC)c3)cc2n1 (stereo not drawn)	0
CC(=O)c1ccc(Nc2nc(C(N)C3CCCCC3)cs2)cc1 (stereo not drawn)	-3
Cc1ncc(CO)c(C=O)c1O	-6
Cc1nccn1CCC(=O)NC1CC(C)(C)Cc2c1cnn2-c1ccccc1 (stereo not drawn)	0
CCc1nc2ccc(C(=O)N(CC)CCN(C)C)cn2c1N(C=O)CCC(C)C	3
COc1cc2c(cc1OC)[N+]([O-])=C(c1ccccc1)C2=O	10
Cc1cccc(C)c1NC(=O)C(c1ccc(C(F)(F)F)cc1)n1c(=O)c(-c2ccccc2)nc2ccccc21 (stereo not drawn)	-3
CC1(Cc2cc(Cl)ccc2C(F)(F)F)C(=O)Nc2ccc(-c3ccc(F)c(Cl)c3)cc21 (stereo not drawn)	-1
Cc1cc(Cl)c2oc(C(=O)N3CCOCC3)c(C)c2c1	-5
CSc1ccc(/C=C/C(=O)OCC(=O)NC2CCCC2)cc1	14

Continued.
Compound	NSD2 inh
CC(C)Oc1ccc(CN2CCC2(C)C(=O)Nc2ccc(Cl)c(Cl)c2)cc1 (stereo not drawn)	1
O=[N+]([O-])c1cccnc1C1OCCO1	-3
O=C(c1cc(-c2ccncc2)nc2ccccc12)N1CCCC(C(F)(F)F)C1 (stereo not drawn)	0
COc1ccc(CNC(=O)Nc2nnc([C@@H]3C[C@H](O)[C@@H](CO)O3)s2)cc1	-4
O=C(Nc1cccc(Oc2ccccc2)c1)c1ccc(-n2cncn2)c2ccoc12	-9
CC(=O)Nc1ccc(-c2ccnc3c2CC(C(=O)Nc2ccc(Cl)c(C(F)(F)F)c2)O3)cc1 (stereo not drawn)	0
COc1cc(NC(=O)CCl)ccc(=O)c1	1
O=C(NCC1CCN(C(=O)C(=O)c2cc3ccccc3o2)CC1)c1ccc2c(c1)OCCCO2	-1
COc1ccc(OC)c(NC(=O)C2(C)CCN2C(=O)CC2CC2)c1 (stereo not drawn)	0
Cc1ccc(NC(=O)COC(=O)CN2CCSC2=O)cc1F	-1

Continuation:
Compound	NSD2 inh
Cc1ccc(-n2c(SCC(=O)c3ccc(F)cc3)nnc2-c2cccnc2)cc1	0
COC(=O)C1=C(C)N(Cc2ccc(C(F)(F)F)cc2)C(=NCc2ccccc2C(F)(F)F)NC1c1cccc(Cl)c1 (stereo not drawn)	0
COc1ccccc1CNc1nc(NCc2ccc3occc3c2)c2sccc2n1	4
Cc1ccc(C)c(NC(=O)COC(=O)c2cccc(S(=O)(=O)N3CCCC3)c2)c1	-3
O=[N+]([O-])c1ccc(C=NN2CCNC2=S)o1	-1
O=C(O)c1cc([N+](=O)[O-])ccc1-c1ccc([N+](=O)[O-])cc1C(=O)O	9
COc1c(C)cc(C(O)c2ncc(-c3ccccc3F)[nH]2)cc1C (stereo not drawn)	16
COc1cccc(OC)c1C(=O)N1CCN(Cc2c[nH]c3ccccc23)CC1	-1
Cc1ccc(F)cc1C(=O)N1CCCCC1c1cc(C(=O)Nc2cccc(C#N)c2)no1 (stereo not drawn)	-1
CCCS(=O)(=O)NC(=O)C1(C)CCCN(C(=O)c2cccc(Cl)c2)C1 (stereo not drawn)	-2

(next part)
Compound	NSD2 inh
Cc1cccc(NC(=O)C2CCN(c3ncccn3)CC2)c1C	-8
CN(C)CCNc1nc(-c2ccccc2F)c2sccc2n1	5
Cc1cc(NN=Cc2ccccn2)nc2c(C)cccc12	3
CC1(C(=O)Nc2ccc3c(c2)OCO3)CCN1C(=O)Cc1cc(F)ccc1F (stereo not drawn)	0
N#Cc1ccccc1S(=O)(=O)N1CCN(C(=O)CN(Cc2ccco2)Cc2cccs2)CC1	-3
Nc1[nH]n(-c2ccccc2)c(=O)c1N=Nc1ccc(F)cc1	5
COCCNC(=O)/C(C#N)=C1\N=C(NC(=O)c2ccco2)c2ccccc21	0
CC(=O)Nc1ccc(NC(=O)C2(C)Cc3c(-c4ccccc4)ccnc3O2)cc1 (stereo not drawn)	2
O=C(Nc1cc(S(=O)(=O)N2CCOCC2)ccc1N1CCOCC1)c1cccc(Cl)c1	-5
COc1ccc(Cc2nc3ccc(C(=O)NCc4cccc(C)n4)cc3o2)cc1OC	0

(next part)
Compound	NSD2 inh
Cn1cc(CC(=O)Nc2ccc(Nc3cccnc3)c(Br)c2)c2ccccc21	0
Nc1nc(N)nc(-c2cccc([N+](=O)[O-])c2)n1	-4
CC(=O)Nc1ccc(NC(=O)C(NC(=O)c2ccc(Cl)cc2)C(C)C)cc1 (stereo not drawn)	1
OCCNc1ncnc2c1ncn2[C@H]1CN(Cc2ccc3c(c2)OCO3)C[C@@H](CO)O1	3
COc1ccc(Cl)cc1-c1cc(C(=O)NCc2ccccc2)[nH]n1	-1
C=CCOc1ccccc1CNn1c(C)n[nH]c1=S	-1
Clc1ccccc1N1CCN(C2=Nc3ccccc3Sc3ccccc32)CC1	1
CCCCCCSc1ccc(-c2nc3cnccn3c2NC2CCCCC2)cc1	3
COc1cccc(CNc2nc3cc(-c4cccc(OC)c4)sc3c(=O)n2C)c1	-1
COc1cccc(C(NC(C)=O)c2nc(-c3ccoc3)cs2)c1 (stereo not drawn)	0

The listing continues:
Compound	NSD2 inh
O=C(Cn1cnc2ccccc2c1=O)N1CCCCC1	-2
COC(=O)[C@]12CCCCC=C1N(Cc1ccc3c(c1)OCO3)C(=O)[C@H](CC(=O)NCc1cccc(C(F)(F)F)c1)C2	0
O=C(CSc1nnc(COc2ccccc2)n1-c1ccccc1)Nc1ccc(S(=O)(=O)Nc2nccs2)cc1	6
CCN(CC)c1ccc2cc(C(=O)Nc3cccnc3N3CCOCC3)c(=O)oc2c1	-3
O=C(NCc1ccccc1Cl)c1csc([C@@H]2C[C@H](O)[C@@H](CO)O2)n1	-2
Cn1c(=O)c2cc(S(=O)(=O)N3CCN(c4ccccc4Cl)CC3)ccc2n(C)c1=O	1
c1ccc(CNc2nc(NCc3cccs3)nc3ccsc23)cc1	0
COCCN(C(=O)CSc1nnc(-c2ccccc2F)o1)c1c(N)n(Cc2ccccc2)c(=O)[nH]c1=O	-1
CC(=O)OC[C@@H]1CN(Cc2ccccc2)C[C@H](n2cnc3c(Nc4ccccc4)ncnc32)O1	-4
CC(C)CSc1ncccc1-c1nc2ccccc2[nH]1	4

The listing continues:
Compound	NSD2 inh
CCCNC(=O)C1(C)CCN(C(=O)c2ccc3snnc3c2)C1 (stereo not drawn)	-2
COc1ccccc1N1CCN(S(=O)(=O)CCNC(=O)/C=C/c2ccc3c(c2)OCO3)CC1	-1
CC1=CNC(=O)CC(C)(C)C1	-2
CC1=CC(=O)C(Sc2ccc(C)cc2)=CC1=O	2
Nc1nnc2cc(F)ccc2n1	-1
CCOC(=O)C1CCCN(C(=O)c2cc(OC)ccc2Br)CC1 (stereo not drawn)	-3
COc1cc2c(cc1OC)C(c1ccc3c(c1)Cc1ccccc1-3)OC(=O)C2 (stereo not drawn)	2
COCCNC(=O)C1(C)CCCN(CC(=O)c2ccc(OC)cc2)C1 (stereo not drawn)	2
CCCS(=O)(=O)NC(=O)C1(C)CCN(C(=O)Cc2ccc3ccccc3c2)C1 (stereo not drawn)	-4
COCCCC1CCN(C(=O)C2CCC(=O)N(CCCc3ccccc3)C2)CC1 (stereo not drawn)	0

More results follow.
Compound	NSD2 inh
CCC(=O)N(c1nnc(SCC(=O)Nc2sccc2C(N)=O)s1)C1CC1	1
CCN(CC)CCN1CCN(c2cncc(-c3cccc(N)c3)n2)CC1	22
O=C(Nc1ccc(F)cc1)OCc1cn(Cc2ccc(Cl)cc2)nn1	-2
COc1cc(OC)cc(-c2noc(-c3csc([C@H]4C[C@H](O)[C@@H](CO)O4)n3)n2)c1	-1
CCc1ccc2c(c1)NC(=O)C2(C)Cc1cccc(F)c1 (stereo not drawn)	6
Cc1nc([N+](=O)[O-])cn1CC(Cl)Cn1cc([N+](=O)[O-])nc1C	-1
Cc1cc(C)c2cc(C#N)c(NCCCN)nc2c1	-8
Nc1cc(N)cc(C(=O)c2ccccc2)c1	45
CC(=O)Nc1cc(-c2ccc(C(=O)N3CCOCC3)cc2)cn2c(-c3ccc(F)c(Cl)c3)cnc12	0
COc1ccc(CNC(=O)Nc2ccc3c(c2)c(=O)n(C)n3Cc2cc(C)cc(C)c2)cc1	-2

Ordered by value in NSD2 inh (smallest number first): 5 of the compounds above.
| SMILES | NSD2 inh |
| --- | --- |
| Cc1cc(C)c2cc(C#N)c(NCCCN)nc2c1 | -8 |
| Cc1nc([N+](=O)[O-])cn1CC(Cl)Cn1cc([N+](=O)[O-])nc1C | -1 |
| CCC(=O)N(c1nnc(SCC(=O)Nc2sccc2C(N)=O)s1)C1CC1 | 1 |
| CCc1ccc2c(c1)NC(=O)C2(C)Cc1cccc(F)c1 (stereo not drawn) | 6 |
| CCN(CC)CCN1CCN(c2cncc(-c3cccc(N)c3)n2)CC1 | 22 |

Given with each value named: 4 of the compounds above
canonical_smiles: CC(=O)Nc1ccc(-c2ccnc3c2CC(C(=O)Nc2ccc(Cl)c(C(F)(F)F)c2)O3)cc1 (stereo not drawn)
  NSD2 inh = 0

canonical_smiles: COc1cc(NC(=O)CCl)ccc(=O)c1
  NSD2 inh = 1

canonical_smiles: O=C(NCC1CCN(C(=O)C(=O)c2cc3ccccc3o2)CC1)c1ccc2c(c1)OCCCO2
  NSD2 inh = -1

canonical_smiles: COc1ccc(OC)c(NC(=O)C2(C)CCN2C(=O)CC2CC2)c1 (stereo not drawn)
  NSD2 inh = 0

Quoted from the listing:
NSD2 inh result of `COc1cc(OC)cc(-c2noc(-c3csc([C@H]4C[C@H](O)[C@@H](CO)O4)n3)n2)c1` → -1
NSD2 inh result of `CC(=O)Nc1cc(-c2ccc(C(=O)N3CCOCC3)cc2)cn2c(-c3ccc(F)c(Cl)c3)cnc12` → 0
NSD2 inh result of `COc1ccc(CNC(=O)Nc2ccc3c(c2)c(=O)n(C)n3Cc2cc(C)cc(C)c2)cc1` → -2
NSD2 inh result of `CCC(=O)N(c1nnc(SCC(=O)Nc2sccc2C(N)=O)s1)C1CC1` → 1

Next part:
Compound	NSD2 inh
O=C(CN1C(=O)CCSc2ccccc21)Nc1ccc(Cl)c(Cl)c1	-4
O=C1OC(c2cccc3c(F)cccc23)c2ccccc21 (stereo not drawn)	0
COc1ccc(C2C(C(=O)N3CCC(C)CC3)CC(=O)N2c2ccc(OC)cc2)cc1 (stereo not drawn)	-5
Cc1nn2c(=O)[nH]cnc2c1Cl	-1
Cc1oc2cc3c(C(=O)OCCN(C)C)c(C)oc3cc2c1C(=O)OCCN(C)C	11
CCNC(=O)C1CCCN(C(=O)C(c2ccccc2)c2ccccc2)CC1 (stereo not drawn)	3
CC1(C(=O)NCc2ccncc2)Cc2c(-c3cccc(C(F)(F)F)c3)ccnc2O1 (stereo not drawn)	-1
CC1(C(=O)NS(=O)(=O)c2cccc(OC(F)F)c2)CCN1C(=O)c1ccco1 (stereo not drawn)	-3
CCOC(=O)C1(C)CCCCN1C(=O)c1ccccc1OC (stereo not drawn)	-6
CCn1c(SCC(=O)N2CCCCC2)nc2c([nH]c3ccccc32)c1=O	0
